3CLpro inhibitor: SARS-CoV 3CLpro protease inhibitors, primary screen, biochemical, quenched FRET. inhibition, % at 6 µM. 0.14% of 290,000 active. recombinant SARS-CoV 3CLpro, quenched FRET peptide cleavage; in the data active = inhibition above about 12%
VHR inh abs: VHR1 phosphatase inhibitors, primary screen, biochemical, absorbance, uHTS; 0.52% of 290,000 active; inhibition, % at 13.3 µM; AID 1654, 2009; Dual specificity protein phosphatase 3 (Homo sapiens), P51452; recombinant VHR phosphatase, pNPP absorbance; in the data active = inhibition above about 50%; also: some compounds called inactive have numbers as strong as hits
Target sequence (P51452 whole entry, looked up): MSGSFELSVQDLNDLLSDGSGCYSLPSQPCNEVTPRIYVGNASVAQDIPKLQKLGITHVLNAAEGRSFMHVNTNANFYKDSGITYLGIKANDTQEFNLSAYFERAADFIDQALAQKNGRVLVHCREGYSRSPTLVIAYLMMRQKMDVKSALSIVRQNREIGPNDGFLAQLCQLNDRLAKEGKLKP
MazF activator: activators of E. coli MazEF toxin-antitoxin RNase, primary screen, biochemical, fluorescence, uHTS | Endoribonuclease toxin MazF (Escherichia coli (strain K12)), P0AE70 | FAM/BHQ RNA-DNA oligo cleavage fluorescence, 5 h | activation, % at 20 µM | 0.32% of 350,000 active | AID 504720, 2011; in the data active = activation above about 50%
Target sequence (P0AE70 whole entry, looked up): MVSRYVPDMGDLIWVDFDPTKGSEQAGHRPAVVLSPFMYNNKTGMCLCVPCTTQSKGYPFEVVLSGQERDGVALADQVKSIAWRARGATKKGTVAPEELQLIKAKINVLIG
TcdB GH inh: TcdB glycohydrolase inhibitors, primary screen, biochemical, single point, plate reader | Toxin B (Clostridioides difficile), P18177 | TcdB glycohydrolase enzymatic assay | inhibition, % at 9.99 µM | 0.24% of 350,000 active | AID 652162, 2013; in the data active = inhibition above about 10%
SSB-PriA inh: inhibitors of Klebsiella pneumoniae PriA binding to SSB C-terminal tail, primary screen, biochemical, AlphaScreen; PriA–SSB C-terminal tail interaction (Klebsiella pneumoniae); AlphaScreen SSBct-PriA binding, biotinylated peptide; inhibition, % at 33 µM; 0.6% of 430,000 active; AID 1272365, 2023; in the data active = inhibition mostly above about 37%, no sharp cut-off; inactive = mostly below about 20%;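 also: plate controls were negative control peptide for no effect and reference peptide for full effect; strong numbers were not always called active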
Anthrax LF inh2: Bacillus anthracis LF protease inhibitors, primary screen, biochemical, multiplex microsphere, MLPCN library | 0.12% of 360,000 active | AID 588501, 2011 | multiplex microsphere protease cleavage assay | inhibition, % at 10 µM; in the data active = inhibition above about 30%; also: plate controls were buffer without enzyme for full effect and enzyme alone for no effect
Target sequence (P15917 whole entry, looked up): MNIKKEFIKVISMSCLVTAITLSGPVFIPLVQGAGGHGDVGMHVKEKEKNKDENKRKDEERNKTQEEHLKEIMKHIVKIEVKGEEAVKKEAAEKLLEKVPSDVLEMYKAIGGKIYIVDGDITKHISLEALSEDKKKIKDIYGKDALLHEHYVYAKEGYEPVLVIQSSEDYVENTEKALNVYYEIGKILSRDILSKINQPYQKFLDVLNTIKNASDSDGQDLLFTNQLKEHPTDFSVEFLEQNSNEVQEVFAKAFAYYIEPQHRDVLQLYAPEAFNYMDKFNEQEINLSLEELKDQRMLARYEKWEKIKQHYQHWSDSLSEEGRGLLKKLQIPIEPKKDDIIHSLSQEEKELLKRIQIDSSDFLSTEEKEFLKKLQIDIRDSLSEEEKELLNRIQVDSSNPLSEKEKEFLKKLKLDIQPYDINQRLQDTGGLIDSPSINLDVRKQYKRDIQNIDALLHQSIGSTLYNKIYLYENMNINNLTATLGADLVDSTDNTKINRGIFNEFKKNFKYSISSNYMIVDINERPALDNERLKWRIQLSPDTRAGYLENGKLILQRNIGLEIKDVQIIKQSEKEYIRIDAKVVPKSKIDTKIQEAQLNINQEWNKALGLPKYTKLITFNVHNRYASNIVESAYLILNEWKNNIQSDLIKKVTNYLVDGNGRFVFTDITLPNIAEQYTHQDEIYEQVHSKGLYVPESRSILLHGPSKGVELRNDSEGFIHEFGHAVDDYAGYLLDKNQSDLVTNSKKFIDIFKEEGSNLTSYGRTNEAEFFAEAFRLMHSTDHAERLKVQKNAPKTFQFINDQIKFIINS
PfHsp40 yeast: rescue of yeast from PfHsp40 toxicity, primary screen, S. cerevisiae, ATP luminescence. S. cerevisiae expressing PfHsp40, growth rescue. growth rescue, % at 12.5 µM. 0.68% of 340,000 active; in the data active = growth rescue above about 28%, passing the limit was not always enough;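 also: yeast W303a lacking pdr1 and pdr3 grown in galactose medium; growth measured after three days at 30 °C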
Rv3671c inh: Rv3671c serine protease inhibitors, primary screen, biochemical, fluorescence polarization, M. tuberculosis H37Rv; inhibition, % at 5.96 µM; 0.048% of 320,000 active; AID 2606, 2010; in the data active = inhibition above about 38%;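 also: extracellular domain of Rv3671c used as enzyme; 0% = enzyme with DMSO and 100% = no enzyme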
Y pestis TopoI: Yersinia pestis topoisomerase I inhibitors, primary screen, biochemical, cleavage product accumulation, plate reader, single point | activity, % at 10 µM | Y. pestis Topo-I cleavage product accumulation | AID 504884, 2011 | 0.064% of 360,000 active | DNA topoisomerase I (Yersinia pestis CO92); in the data active = activity above about 50%, passing the limit was not always enough; also: inactives centre near 2
BH1578 lux ind: inducers of Vibrio cholerae quorum light production without autoinducers, primary screen, BH1578 luxS cqsA deficient, single point; V. cholerae BH1578 lux reporter, luminescence, 6 h; activation, % at 18.7 µM; 0.16% of 350,000 active; in the data active = activation mostly above about 9.7%, no sharp cut-off; also: not every result past the cut was called active; inactives centre near 0; reference of the scale not given here
Active calls of the source: *; i = inactive; x = not tested or not shown; & = joins results of further samples.

[1] CCN=C1SC(CC(=O)Nc2sc3c(c2C#N)CCCC3)C(=O)N1CC (centres undefined)
[2] NC(=O)CSc1nnc(-c2ccc(S(=O)(=O)N3CCOCC3)cc2)n1CC1CCCO1 (centres undefined)
[3] O=C(Nc1ccc(N2CCOCC2)cc1)c1csc([C@@H]2O[C@H](CO)[C@H](O)[C@H](O)[C@H]2O)n1
[4] Cc1ccccc1C(=O)N1CCC(C(=O)Nc2ccc(S(=O)(=O)N3CCCCC3)cc2)CC1
[5] CCOc1ccc(-n2c(SCC(N)=O)nnc2-c2ccco2)cc1
[6] C[C@H](CO)N1C[C@H](C)[C@@H](CN(C)Cc2ccc(O)cc2)OCc2cnnn2CCCC1=O
entry no.,1,2,3,4,5,6
3CLpro inhibitor,4,-5,x,6,3,x
VHR inh abs,15,17,x,10,32,x
MazF activator,-1,-3,x,3,10,4
TcdB GH inh,x,1.2,0.0,-0.1,1.4,-1.7&-0.5
SSB-PriA inh,-4,-14,x,-2,-10,x
Anthrax LF inh2,-2,-6,-1,-1,-6,2
PfHsp40 yeast,1.2,-0.6,x,-2.8,-2.9,x
Rv3671c inh,0,4,x,1,x,x
Y pestis TopoI,20,-8,5,14,1,-7
BH1578 lux ind,1.3,-1.2,i,i,-0.2,-0.4

[7] CC1SC(c2ccccc2Cl)NC1=O (centres undefined)
[8] Cc1ccccc1NC1=C(Cl)C(=O)OC1OC(=O)c1ccco1 (centres undefined)
[9] COCCOC(=O)C1=C(C)Nc2ncnn2C1c1ccc(F)cc1 (centres undefined)
[10] Clc1ccccc1CSc1nncn1NC/C=C/c1ccccc1
[11] COC(=O)CC(NC(=S)NC(=O)c1ccccc1)c1ccc(Br)cc1 (centres undefined)
[12] COC(=O)c1c(-c2ccc(OC)c(OC)c2)csc1N
entry no.,7,8,9,10,11,12
3CLpro inhibitor,-2,1,5,0,-1,5
VHR inh abs,-12,-11,17,18,-1,0
MazF activator,-2,-7,-13,-3,6,-4
TcdB GH inh,x,1.3,x,4.5,1.5,-14
SSB-PriA inh,-4,-5,-22,0,9,3
Anthrax LF inh2,-12,-3,-10,0,-2,-2
PfHsp40 yeast,0.0,1.0,-0.6,1.7,1.0,-0.8
Rv3671c inh,2,2,4,-2,-6,-7
Y pestis TopoI,-4,0,10,46,23,-6
BH1578 lux ind,i,-0.4,-0.3,-0.4,i,2.6

[13] Cc1c(C)n(CCC#N)c2ccc(Cl)cc12
[14] CCOc1cc(C(=O)OCC(=O)Nc2ccc(F)cc2Cl)ccc1OCC(=O)N1CCOCC1
[15] CC(C)C(c1nnnn1C1CCCCC1)N1CCCc2ccccc21 (centres undefined)
[16] Cc1cc(=O)n2nc(N3CCC(C(=O)NCC(C)c4ccccc4)CC3)sc2n1 (centres undefined)
[17] OC(CNC1CCCCC1)c1ccccc1 (centres undefined)
[18] CCOC(=O)C1CCN(C(=O)c2sc3ncnc(N4CCC(C)CC4)c3c2C)CC1
entry no.,13,14,15,16,17,18
3CLpro inhibitor,4,x,2,0,-6,-2
VHR inh abs,10,x,-5,1,11,9
MazF activator,4,1,-3,0,5,5
TcdB GH inh,x,1.8,x,2.5,x,x
SSB-PriA inh,6,-8,-16,-1,-14,-3
Anthrax LF inh2,0,1,0,-1,0,-2
PfHsp40 yeast,2.9,-0.9,3.9,1.2,-1.0,-1.3
Rv3671c inh,2,x,-6,1,0,-4
Y pestis TopoI,-3,1,28,12,-1,25
BH1578 lux ind,-0.3,i,-7.7,-0.2,i,-0.2

[19] C/C(=N\N1CCN(C)CC1)c1c(O)n(Cc2ccccc2)c(=O)[nH]c1=O
[20] Cn1cnc2ccc([N+](=O)[O-])cc2c1=O
[21] COc1ccc(CC(=O)NNC(=O)c2ccoc2C)cc1OC
[22] C/C(=N/NS(=O)(=O)c1ccc(CC(C)C)cc1)c1ccncc1
[23] Cc1cccc(N(CC(=O)NC(C)(C)C)C(=O)CCC(=O)Nc2nccs2)c1
[24] CCN1C(=O)N(C)C2(c3ccccc3)N(C)C(=O)N(C)C12c1ccccc1 (centres undefined)
entry no.,19,20,21,22,23,24
3CLpro inhibitor,-4,-1,-1,4,-2,-4
VHR inh abs,46,11,10,13,-11,-25
MazF activator,10,5,-9,5,8,-1
TcdB GH inh,x,0.4,0.2,-0.5,0.0,x
SSB-PriA inh,x,15,-7,x,-10,-1
Anthrax LF inh2,2,2,0,x,-2,0
PfHsp40 yeast,0.0,-0.4,0.5,-0.4,0.1,-0.3
Rv3671c inh,-1,-15,11,-6,0,2
Y pestis TopoI,-1,-1,1,-2,15,-6
BH1578 lux ind,-0.6,i,-4.2,-0.4,2.3,-0.6

[25] CCOC(=O)N1CCC(NC(=S)Nc2ccc3nc(N4CCN(CC)CC4)cc(C)c3c2)CC1
[26] CN(CC(=O)Nc1cccc2ccccc12)C(=O)c1ccc(F)cc1F
[27] O=C(CN1CCc2cc3c(cc2C1)OCCCO3)Nc1ccc(F)cc1
[28] Cn1ccnc1Sc1nnnn1-c1ccccc1
[29] CCCn1c(SCC(=O)NNC(=O)c2ccc(C)cc2)nnc1C(C)C
[30] Cc1ccc(OCCCC(=O)Nc2ccc(Br)cc2)cc1
entry no.,25,26,27,28,29,30
3CLpro inhibitor,1,x,-1,1,-10,-3
VHR inh abs,27,x,10,1,7,1
MazF activator,7,-3,8,4,3,5
TcdB GH inh,1.6,-0.6,0.1,x,0.8,x
SSB-PriA inh,4,-5,-4,-2,-6,-10
Anthrax LF inh2,-1,11,0,0,3,1
PfHsp40 yeast,0.3,-0.4,-0.1,-0.7,4.9,0.7
Rv3671c inh,0,1,1,7,-3,5
Y pestis TopoI,18,-9,-9,-2,6,9
BH1578 lux ind,-0.6,0.0,-0.5,-0.1,-0.2,-5.0

[31] Cc1ccc(CCNC(=O)CN2CCN(Cc3ccccc3F)C2=O)cc1
[32] Cc1nc(-c2cccc(NC(=O)c3ccc(Cl)c(S(=O)(=O)N4CCCC4)c3)c2)cs1
[33] CN(C)c1ccc(C(C(=O)NCC2CCCO2)N(C(=O)c2snc(C(N)=O)c2N)c2ccccc2)cc1 (centres undefined)
[34] CC(=O)c1ccccc1NC(=O)CCNC(=O)c1ccco1
[35] CC(=O)N1CCN(Cc2nc(C(c3ccccc3)c3ccccc3)no2)CC1
[36] S=c1[nH]c2ccccc2o1
entry no.,31,32,33,34,35,36
3CLpro inhibitor,5,x,-1,4,2,0
VHR inh abs,12,x,6,15,30,12
MazF activator,-2,-37,1,3,7,-6
TcdB GH inh,x,1.1,-1.3,1.5,-0.8,0.1
SSB-PriA inh,3,x,7,-7,-20,0
Anthrax LF inh2,0,2,0,1,-6,-2
PfHsp40 yeast,0.3,x,0.3,0.3,14,-0.3
Rv3671c inh,1,x,0,4,14,8
Y pestis TopoI,-1,-10,10,-1,14,-2
BH1578 lux ind,0.4,-1.3,i,-0.5,-0.3,i

One compound at a time, from the list above. Order of values: 3CLpro inhibitor | VHR inh abs | MazF activator | TcdB GH inh | SSB-PriA inh | Anthrax LF inh2 | PfHsp40 yeast | Rv3671c inh | Y pestis TopoI | BH1578 lux ind
Cc1nc(-c2cccc(NC(=O)c3ccc(Cl)c(S(=O)(=O)N4CCCC4)c3)c2)cs1 is entered as x | x | -37 | 1.1 | x | 2 | x | x | -10 | -1.3
CC(=O)c1ccccc1NC(=O)CCNC(=O)c1ccco1 is entered as 4 | 15 | 3 | 1.5 | -7 | 1 | 0.3 | 4 | -1 | -0.5
CN(C)c1ccc(C(C(=O)NCC2CCCO2)N(C(=O)c2snc(C(N)=O)c2N)c2ccccc2)cc1 (centres undefined) is entered as -1 | 6 | 1 | -1.3 | 7 | 0 | 0.3 | 0 | 10 | i
S=c1[nH]c2ccccc2o1 is entered as 0 | 12 | -6 | 0.1 | 0 | -2 | -0.3 | 8 | -2 | i
CC(=O)N1CCN(Cc2nc(C(c3ccccc3)c3ccccc3)no2)CC1 is entered as 2 | 30 | 7 | -0.8 | -20 | -6 | 14 | 14 | 14 | -0.3

Further results.
[37] Cc1ccccc1-n1c(SCC(=O)Nc2ccc3c(c2)OCO3)nnc1-c1ccccn1
[38] COc1nc(Nc2ccccc2F)nc(OC)n1
[39] O=C(CN1C(=O)NC2(CCCCC2)C1=O)NCc1cccs1
[40] CCCOc1c(OC)cccc1C1CC(=O)Nc2cc(OC)c(OC)c(OC)c21 (centres undefined)
[41] CC1(C)CC(=O)C2=C(C1)N(c1ccccc1)C(N)=C(C#N)C2c1cccnc1 (centres undefined)
[42] O=C1CCCCCC1C1(O)C(=O)Nc2ccccc21 (centres undefined)
entry no.,37,38,39,40,41,42
3CLpro inhibitor,4,3,0,3,5,6
VHR inh abs,22,9,1,14,12,2
MazF activator,-1,1,6,-1,2,7
TcdB GH inh,x,-0.8,0.3,x,x,x
SSB-PriA inh,42*,-2,5,-1,8,-14
Anthrax LF inh2,19,-10,0,4,-2,-2
PfHsp40 yeast,1.1,8.0,-0.9,-0.2,-1.2,6.2
Rv3671c inh,0,2,1,-2,-2,-3
Y pestis TopoI,1,1,-5,13,-8,-4
BH1578 lux ind,-0.4,-1.7,-0.5,-0.9,i,-0.5

[43] Cc1ccc(C2=NN3C(C2)c2ccccc2OC32C(=O)Nc3ccccc32)cc1 (centres undefined)
[44] CCc1ccccc1OCC(=O)Nc1cccc(S(=O)(=O)NCc2ccco2)c1
[45] O=C(O)CCSC1CC(=O)N(c2ccccc2)C1=O (centres undefined)
[46] Cc1cccn2c(=O)c3cc(C(=O)NCCc4ccccc4)c(=N)n(Cc4ccco4)c3nc12
[47] COc1ccccc1OCc1nnc(SCC(=O)NCc2ccco2)n1-c1ccccc1
[48] O=C(Nc1nc(-c2ccc(-c3ccccc3)cc2)cs1)c1cc([N+](=O)[O-])ccc1N1CCOCC1
entry no.,43,44,45,46,47,48
3CLpro inhibitor,8,x,-5,2,-5,2
VHR inh abs,10,x,70,5,-3,-5
MazF activator,13,-7,12,6,-2,3
TcdB GH inh,x,-0.3,-1.3,1.0,x,-0.4
SSB-PriA inh,14,-11,1,-3,-7,-6
Anthrax LF inh2,1,8,1,17,-4,2
PfHsp40 yeast,3.8,7.7,-2.5,-0.6,0.3,0.2
Rv3671c inh,-8,-13,-6,-12,-1,-6
Y pestis TopoI,-2,44,10,3,2,-7
BH1578 lux ind,i,-1.0,0.5,i,-1.1,i

[49] COc1ccccc1-c1nc2n(n1)C(c1ccccc1Cl)C(C(N)=O)=C(C)N2 (centres undefined)
[50] CCCCC(=O)NC(N1CCCCC1)C(Cl)(Cl)Cl (centres undefined)
[51] Cc1nc(NC(=O)COC(=O)C2CC2C)c(Cl)cc1Cl (centres undefined)
[52] COc1cccc(C(=O)COC(=O)C2CC(=O)N(c3ccc(Oc4ccccc4OC)cc3)C2)c1 (centres undefined)
[53] Cc1ccccc1Nc1c(-c2ccncc2)nc2ccc(Cl)cn12
[54] Cc1ccc(C(=O)NCC(=O)Nc2ccc3c(c2)OCCO3)cc1
[55] COc1cccc(NC(=O)C2(C)CCN2C(=O)CCc2ccc(Cl)cc2Cl)c1 (centres undefined)
entry no.,49,50,51,52,53,54,55
3CLpro inhibitor,-4,-1,x,1,1,x,x
VHR inh abs,38,17,x,11,13,x,x
MazF activator,8,1,-3,5,5,-7,x
TcdB GH inh,1.5,x,0.3,1.2,2.0,2.7,0.0
SSB-PriA inh,-3,-21,3,-5,-5,-2,x
Anthrax LF inh2,-10,-1,1,0,-11,1,-2
PfHsp40 yeast,-0.9,-1.6,-0.2,1.3,-0.1,-1.4,x
Rv3671c inh,-3,-8,-13,6,-1,1,x
Y pestis TopoI,-1,3,2,1,-3,-6,6
BH1578 lux ind,-0.2,-0.4,i,2.9,i,i,-0.4

Screening data from PubChem.

This is a subset; rates above refer to the full screens.
